Furin inh = inhibitors of human furin; hit rate 0.061% among 220,000; P09958; AID 463115; purified furin, fluorogenic substrate cleavage; inhibition, % at 30 µM; in the data active = inhibition above about 25%; note: inactives centre near -15
Target sequence (P09958 108-714 limits assumed): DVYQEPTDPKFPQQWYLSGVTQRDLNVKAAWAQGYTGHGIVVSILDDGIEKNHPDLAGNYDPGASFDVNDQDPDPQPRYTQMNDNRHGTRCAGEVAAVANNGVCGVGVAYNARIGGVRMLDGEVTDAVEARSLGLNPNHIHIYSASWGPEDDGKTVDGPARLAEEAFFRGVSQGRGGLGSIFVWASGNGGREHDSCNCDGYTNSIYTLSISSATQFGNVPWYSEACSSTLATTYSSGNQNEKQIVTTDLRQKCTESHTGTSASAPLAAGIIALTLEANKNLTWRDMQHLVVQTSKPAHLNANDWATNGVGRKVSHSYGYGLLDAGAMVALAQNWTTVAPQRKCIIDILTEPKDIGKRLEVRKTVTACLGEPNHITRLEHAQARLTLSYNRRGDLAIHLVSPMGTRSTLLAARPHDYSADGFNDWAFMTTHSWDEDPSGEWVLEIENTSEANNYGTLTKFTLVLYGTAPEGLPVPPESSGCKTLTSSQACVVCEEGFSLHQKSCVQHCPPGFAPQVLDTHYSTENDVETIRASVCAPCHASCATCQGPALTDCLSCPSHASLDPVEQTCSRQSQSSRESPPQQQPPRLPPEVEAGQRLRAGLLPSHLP
Calpain2 inh = calpain II (pig) inhibition; inhibition, % at 16 µM; hit rate 0.37% among 220,000; purified calpain II, fluorogenic peptide substrate, 30 min;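 active = inhibition above about 50%, limit read from the data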
Runt-CBFb FRET = Runt domain-CBFb interaction inhibition. Q01196+Q13951. Cerulean-Runt/Venus-CBFb FRET ratio 530/480, 1 h. inhibition, % at 20 µM. hit rate 0.46% among 220,000;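 active = inhibition over about 50% at 20 µM in the single-dose screen, limit read from the data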;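 note: 0% = DMSO wells and 100% = excess unlabeled CBFb competitor control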
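Measured by: fluorescence energy transfer, 422 nm excitation, 530/480 nm emission; test system: Cerulean-tagged RUNX1 Runt domain (FRET donor) fusion protein; buffer or medium: Tris pH 7.5 buffer with BSA; compound: one dose, 20 µM compound, 1% DMSO; times: two 1 h room-temperature incubations shielded from light; benchmarks: unlabeled CBFb 5 µM, positive control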
RBBP9 inh = human RBBP9 hydrolase inhibition. O75884. recombinant RBBP9, FP-Rh probe fluorescence polarization. inhibition, % at 7.94 µM. hit rate 0.2% among 220,000. AID 1515;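 active = inhibition above the campaign mean of all tested compounds plus 3 SD, cut at about 14% in these data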;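 note: plate controls were DMSO wells with RBBP9 for no effect and wells lacking RBBP9 protein for full effect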
Target sequence (O75884 whole entry, looked up): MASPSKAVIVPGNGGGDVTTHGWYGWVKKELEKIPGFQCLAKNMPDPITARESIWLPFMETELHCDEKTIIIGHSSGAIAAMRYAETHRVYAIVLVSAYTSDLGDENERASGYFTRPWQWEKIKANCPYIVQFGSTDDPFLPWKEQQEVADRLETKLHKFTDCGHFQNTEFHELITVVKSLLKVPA
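System: RBBP9 protein / Buffer or medium: Tris/NaCl buffer pH 8.0 with 0.1% Pluronic / Probe or stimulus: Serine-hydrolase probe FP-Rh, 375 nM pre-mixing / Dosing: 7.94 µM single dose, 0.794% DMSO / Times: enzyme-compound preincubation 30 min, then probe labeling 45 min, 25 °C / Technique: fluorescence polarization (mP), excitation 525 nm, emission 598 nm / Replication: singlicate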
p97 ATPase inh = human p97 ATPase inhibition. P55072. recombinant p97 ATPase, Kinase-Glo ATP luminescence, 3 h. inhibition, % at 8 µM. hit rate 0.42% among 220,000. AID 1481; in the data active = inhibition above about 15%;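 note: 0% = DMSO vehicle and 100% = wells lacking enzyme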
Runt-SMMHC FRET = inhibitors of human RUNX1 Runt domain binding to CBFb-SMMHC; AID 1434; hit rate 0.74% among 220,000; Q01196+Q13951; Cerulean-Runt/Venus-CBFb-SMMHC FRET ratio 530/480, 1 h; inhibition, % at 20 µM;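 active = mean inhibition across duplicate retests at 20 µM reaching about 50%, limit read from the data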;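 note: 0% = DMSO wells and 100% = wells with excess untagged CBFb-SMMHC; inhibitors lower the FRET ratio by blocking Runt binding to CBFb-SMMHC; some results filed as inactive read as strong as hits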
TbHK1 inh = T. brucei hexokinase 1 inhibition; inhibition, % at 10 µM; hit rate 0.11% among 220,000; recombinant TbHK1, G6PDH-coupled NADH A340;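 active = inhibition of 50% or more in the single-dose primary screen; inactive = inhibition below 50%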
EBV gp42 block = blocks Epstein-Barr virus glycoprotein 42 binding; inhibition, % (tested at 21.74 µM); AID 1085; hit rate 0.42% among 220,000; Fluorescence polarization binding assay, mP read-out; Q1HVG2; in the data active = inhibition above about 50%
Target sequence (Q1HVG2 whole entry, looked up): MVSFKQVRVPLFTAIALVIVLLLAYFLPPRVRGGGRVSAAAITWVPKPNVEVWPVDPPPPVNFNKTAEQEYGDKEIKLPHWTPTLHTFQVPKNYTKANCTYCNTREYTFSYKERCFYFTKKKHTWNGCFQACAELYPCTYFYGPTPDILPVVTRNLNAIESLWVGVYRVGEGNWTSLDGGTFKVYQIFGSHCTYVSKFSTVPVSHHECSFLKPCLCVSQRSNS
p47phox inh = p47phox (human) inhibition | inhibition, % at 24.7 µM | P14598 | AID 1274 | p47phox/p22phox peptide binding, fluorescence polarization, 2 h | hit rate 0.53% among 220,000;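 active = inhibition above about 30%, limit read from the data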;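 note: 0% = p47phox with labelled peptide and 100% = labelled peptide alone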
Active calls of the source: *; i = inactive; . = no result given; [ ] = remark or other dose.

SMILES	Furin inh	Calpain2 inh	Runt-CBFb FRET	RBBP9 inh	p97 ATPase inh	Runt-SMMHC FRET	TbHK1 inh	EBV gp42 block	p47phox inh
CCOC(=O)c1c(NC(=O)COc2cccc3c2CCN(Cc2ccc(F)cc2)C3=O)sc2c1CCC2	-17	-2	0	-3	-5	2	-2	-9	-13
O=C(OCc1c(Cl)cccc1Cl)c1ccncc1	-13	7	-1	-4	1	0	-5	8	-8
CC(Oc1ccccc1)C(=O)NC1CC(C)(C)NC(C)(C)C1 (centres undefined)	-8[20 µM]	11	1	-1	2	-1	5	-21	-7
Cc1ccc(NC(=S)NCCCN2CCOCC2)cc1C	-8	6	1	1	-4	-1	-2	-13	-2
O=C(NCc1ccc(F)cc1)Nc1ccc(Cl)cc1	-10	32	4	-6	-2	-3	6	5	-2
COC(=O)c1ccccc1NC(=O)CSc1nc2c(c(=O)n(C)c(=O)n2C)n1C	-17	.	.	-4	-1	.	0	.	.
CC(C)c1c(O)nc(SCCC(=O)O)[nH]c1=O	-16	-10	-2	2	7	-2	-2	-20	-13
CC1CCC(NS(=O)(=O)c2ccc3c(c2)n(C)c(=O)c(=O)n3C)CC1 (centres undefined)	-20	4	0	-2	-1	2	-21	-12	-13
C/C(=C\C(=O)c1ccccc1)Nc1ccc2c(c1)OCO2	-9	19	8	-1	3	8	-12	-11	-9
O=C(N/N=C/c1cccn1-c1ccc([N+](=O)[O-])cc1)c1cccnc1	15	11	10	-6	-4	0	-45	9	-10
CCOC(=O)C1=C(C)N=C2SC(C)C(=O)N2C1c1ccc(OCC)c(OCC)c1 (centres undefined)	-18	4	-2	2	6	0	3	4	-5
CCOC(=O)NC(N(O)c1cccc(Cl)c1)C(Cl)(Cl)Cl (centres undefined)	-27	-2	6	5	0	0	-8	-13	-7
CCOc1ccccc1C(=O)NCC(=O)OCC(=O)N1C(C)CCCC1C (centres undefined)	-25[20 µM]	4	-1	-2	-1	3	4	-16	-8
CCOc1ccc(NC(=O)Nc2cc(C)on2)cc1	-13[20 µM]	12	0	-6	-6	-2	3	-9	0
CCSc1nnc(NC(=O)CN2C(=O)C3CC=CCC3C2=O)s1 (centres undefined)	-21	2	-1	-3	0	-1	-1	-4	-10
COc1ccc(CN(C(=O)c2cccs2)c2ccccc2)cc1	-15	12	0	-4	1	-1	1	1	1
COC(=O)c1ccccc1NC(=O)C1CC(=O)N(c2ccc(F)cc2)C1 (centres undefined)	9[20 µM]	2	0	-6	0	3	-3	-25	-7
Cc1cc(C)n2nc(Cc3ccccc3)nc2n1	-23[20 µM]	29	-1	2	5	0	1	-6	6
Cc1ccc(Cn2ncc3c(N4CCN(C)CC4)ncnc32)cc1	-36	-21	0	7	1	-6	-4	3	.
Nc1n[nH]c(-c2cccc([N+](=O)[O-])c2)n1	-16	3	0	-8	7	-1	20	-17	-11
COc1ccccc1NC(=S)N1CCNC(=O)C1CC(=O)Nc1cccc(C)c1 (centres undefined)	-12	1	1	-1	4	-3	-9	-20	-10
O=C(O)c1ccc2c(c1)C(=O)N(c1cccc(C(=O)/C=C/c3ccccc3)c1)C2=O	-27	-31	4	-1	8	1	-20	1	10
Nc1nc(SCC(=O)NCc2ccc3c(c2)OCO3)n[nH]1	9	-6	1	1	2	5	-2	0	5
c1ccc(Nc2ccccc2Nc2ccccn2)nc1	-15[20 µM]	11	4	-2	1	-120	0	-2	2
COC1CCCCC1Nc1cccc(SC)c1 (centres undefined)	-10[20 µM]	8	2	-8	-4	-1	3	4	-7
CCCCN(C(=S)NC(=O)c1cc(OC)c(OC)c(OC)c1)c1c(N)n(Cc2ccccc2)c(=O)[nH]c1=O	-20	-18	-2	8	6	7	1	-21	-14
C/C(=N/OC(=O)CC(C)C)c1cc(-c2ccc(Cl)cc2)no1	-8	-12	0	3	-3	-1	-7	-2	2
COc1ccc(N2CCN(C(=O)c3ccc(N(C)S(=O)(=O)c4ccc(OC)cc4)cc3)CC2)cc1	-25	37	3	3	3	-6	-8	-5	.
CC(=O)NCCOc1cccc(OCCNC(C)=O)c1	-14[20 µM]	-7	-2	-5	6	6	-3	-3	-10
COCCCN=C1NN=C(c2cc(C)n(-c3ccccc3)c2C)CS1	-24	-17	3	-12	8	-1	-14	-20	-30
Cc1onc(-c2ccccc2)c1CNS(=O)(=O)c1ccccc1	-15	-21	-1	-9	3	0	-5	3	-14
Cc1ccc(S(=O)(=O)n2[nH]c(=O)c(CCO)c2C)cc1	-28	-1	0	2	2	-3	-18	1	0
CC1Cc2ccccc2N1C1=CC(=O)CC(C)(C)C1 (centres undefined)	19	36	-1	-11	-3	0	-58	-7	-6
COc1cc2c(cc1OC)C(c1cc3cc4c(cc3[nH]c1=O)OCO4)N(C(=O)C(C)C)CC2 (centres undefined)	-10[20 µM]	-50	-2	3	4	28	-31	-18	-13
Cc1cc(C)c(C(=O)CSc2nnc(-c3cccnc3)n2C)c(C)c1	7[20 µM]	7	2	-14	-5	-1	-5	-23	3
O=C(NCCc1ccccn1)c1cccnc1Oc1ccc(Cl)cc1	-3	-22	4	-10	-3	0	-9	0	-4
COc1cc(-c2c(C#N)c(N)nc3c2c(C)nn3-c2ccc(C)c(C)c2)cc(OC)c1OC	-20	-28	-5	-13	1	-11	-12	-40	-69
CC1CC2(CC(C)(C(=O)CSc3n[nH]c(-c4ccccc4Cl)n3)OC2=O)C(=O)O1 (centres undefined)	-17[20 µM]	2	6	-8	4	-2	9	-13	5
FC(F)(F)c1ccccc1NC(=S)N1CCc2ccccc2C1	-19	18	0	0	1	-1	4	-7	-9
CCn1c(C)[n+](CC(O)COCC2CC=CCC2)c2ccccc21 (centres undefined)	-23[20 µM]	-11	-15	3	2	3	2	-10	-5

Whole records as entered above:
Record of Nc1nc(SCC(=O)NCc2ccc3c(c2)OCO3)n[nH]1 : Furin inh: 9; Calpain2 inh: -6; Runt-CBFb FRET: 1; RBBP9 inh: 1; p97 ATPase inh: 2; Runt-SMMHC FRET: 5; TbHK1 inh: -2; EBV gp42 block: 0; p47phox inh: 5
Record of COc1cc(-c2c(C#N)c(N)nc3c2c(C)nn3-c2ccc(C)c(C)c2)cc(OC)c1OC : Furin inh: -20; Calpain2 inh: -28; Runt-CBFb FRET: -5; RBBP9 inh: -13; p97 ATPase inh: 1; Runt-SMMHC FRET: -11; TbHK1 inh: -12; EBV gp42 block: -40; p47phox inh: -69

Continued:
SMILES	Furin inh	Calpain2 inh	Runt-CBFb FRET	RBBP9 inh	p97 ATPase inh	Runt-SMMHC FRET	TbHK1 inh	EBV gp42 block	p47phox inh
Cc1c(C(=O)N2CCCC2)sc(NC(=O)c2cccs2)c1C#N	-13[20 µM]	0	3	-4	3	1	-29	-21	-20
Cc1cc(=O)oc2c(CN3CC(C)OC(C)C3)c(O)c(Cl)cc12 (centres undefined)	-170	i	108*	-8	0	136*	-15	30	-28
CC(=O)c1c(C)[nH]c(C(=O)OCC(=O)Nc2cc(S(=O)(=O)N3CCCCC3)ccc2C)c1C	4	9	-8	-5	2	-10	31	-12	-10
COc1cc(/C=C2\SC(=S)N(NC(=O)c3ccncc3)C2=O)ccc1O	-10	3	-23	-75	0	-95	-26	-45	-203
COc1ccc(C2C(C(=O)NCc3ccccc3)=C(C)Nc3ncnn32)cc1OC (centres undefined)	-18	-25	0	-4	-6	2	-3	-3	-10
O=C(CCn1c(=S)[nH]c2ccccc2c1=O)NCCc1ccccc1	-17	-8	-1	-7	3	0	-2	-3	-4
COc1ccc(CNC(=O)c2cccc(N(C)C)c2)cc1	-12[20 µM]	-45	1	-2	-1	0	0	-1	-5
COc1cccc(N2CCN(C(=O)c3cccnc3)CC2)c1	-12	-1	1	-6	1	-2	-7	-7	-5
CC1CCN(c2nc(-c3ccccc3)c(C#N)c(=O)[nH]2)CC1	-21	-12	0	-6	4	-2	-5	-5	-10
CCCNC(=O)C1CC(c2ccc(C(F)(F)F)cc2)=NO1 (centres undefined)	-7	14	-1	.	.	-1	-4	-8	-16
CC[n+]1c(/C=C/Nc2ccccc2)sc2ccccc21	-7[20 µM]	-13	-13	-17	1	21	5	-48	-212
Cc1nc2ccccc2c(=O)n1N	-8	-14	-1	-7	2	-2	2	-10	-10
O=C(Cn1nc(-c2ccccc2)nc1-c1ccccc1)OC1CCCCC1	-4[20 µM]	5	1	0	-10	-10	4	16	-5
CCOc1ccc(Br)cc1S(=O)(=O)N1CCC(C(N)=O)CC1	-3	24	1	-4	15*	2	4	-17	-2
COc1ccc(N2C(=O)[C@@H]3[C@H](C2=O)[C@H](C(C)=O)N2c4ccccc4C=C[C@@H]32)cc1	-13	-62	-2	-8	8	-39	-16	19	-31
Cc1nn(C)c(Oc2ccccc2)c1CCNS(=O)(=O)c1ccc(F)cc1	-22[20 µM]	24	-2	-5	-2	-2	0	-9	-9

In the list so far, these have a halogen.
SMILES	Furin inh	Calpain2 inh	Runt-CBFb FRET	RBBP9 inh	p97 ATPase inh	Runt-SMMHC FRET	TbHK1 inh	EBV gp42 block	p47phox inh
CCOC(=O)c1c(NC(=O)COc2cccc3c2CCN(Cc2ccc(F)cc2)C3=O)sc2c1CCC2	-17	-2	0	-3	-5	2	-2	-9	-13
O=C(OCc1c(Cl)cccc1Cl)c1ccncc1	-13	7	-1	-4	1	0	-5	8	-8
O=C(NCc1ccc(F)cc1)Nc1ccc(Cl)cc1	-10	32	4	-6	-2	-3	6	5	-2
CCOC(=O)NC(N(O)c1cccc(Cl)c1)C(Cl)(Cl)Cl (centres undefined)	-27	-2	6	5	0	0	-8	-13	-7
COC(=O)c1ccccc1NC(=O)C1CC(=O)N(c2ccc(F)cc2)C1 (centres undefined)	9[20 µM]	2	0	-6	0	3	-3	-25	-7
C/C(=N/OC(=O)CC(C)C)c1cc(-c2ccc(Cl)cc2)no1	-8	-12	0	3	-3	-1	-7	-2	2
O=C(NCCc1ccccn1)c1cccnc1Oc1ccc(Cl)cc1	-3	-22	4	-10	-3	0	-9	0	-4
CC1CC2(CC(C)(C(=O)CSc3n[nH]c(-c4ccccc4Cl)n3)OC2=O)C(=O)O1 (centres undefined)	-17[20 µM]	2	6	-8	4	-2	9	-13	5
FC(F)(F)c1ccccc1NC(=S)N1CCc2ccccc2C1	-19	18	0	0	1	-1	4	-7	-9
Cc1cc(=O)oc2c(CN3CC(C)OC(C)C3)c(O)c(Cl)cc12 (centres undefined)	-170	i	108*	-8	0	136*	-15	30	-28
CCCNC(=O)C1CC(c2ccc(C(F)(F)F)cc2)=NO1 (centres undefined)	-7	14	-1	.	.	-1	-4	-8	-16
CCOc1ccc(Br)cc1S(=O)(=O)N1CCC(C(N)=O)CC1	-3	24	1	-4	15*	2	4	-17	-2
Cc1nn(C)c(Oc2ccccc2)c1CCNS(=O)(=O)c1ccc(F)cc1	-22[20 µM]	24	-2	-5	-2	-2	0	-9	-9
